BL2 CD40 inh: inhibitors of CD40-induced NF-kB signaling, primary screen, BL2 cells, luciferase reporter, single point; CD40L-induced, 4 h; inhibition, % at 10 µM; hit rate 0.94% among 83,000;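 active = mean inhibition of at least 50% with a set share of replicates also reaching that level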;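 also: 0% = neutral control wells and 100% = IKK inhibitor VII at 50 µM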
Numbers without * were called inactive; [ ] = dose if it differs, or a comment. An excerpt. The share of hits here may be higher or lower than overall.

BL2 CD40 inh	smiles
30.2	O=C(COC(=O)c1ccc(F)c([N+](=O)[O-])c1)NC(=O)NCc1ccccc1
-3.9	COc1ccc(-c2cnc(SCCNC(=O)c3ccc4c(c3)OCO4)[nH]2)cc1
-0.6	NC(=O)NC(=O)COC(=O)CCCSc1nc2ccccc2s1
5.9	O=C1CSC(=S)N1Cc1cccs1
38.1	CCc1cccc(CC)c1NC(=S)NCCc1ccc(O)c(O)c1
3.5[25 µM]	C[C@@H]1CCCCO[C@@H](CN(C)Cc2ccncc2)[C@H](C)CN([C@H](C)CO)C(=O)c2cc(NS(=O)(=O)c3ccc(Cl)cc3)ccc2O1
2.0	CCN1CCN(S(=O)(=O)c2cccc3nsnc23)CC1
7.1	O=C1CC(N2CCN(c3ccccc3)CC2)C(=O)N1Cc1ccc(Cl)cc1 (stereo not drawn)
-9.3	COc1ccc(NC(=O)N2C[C@@H]3[C@H](c4ccccc42)[C@H](CO)N3C(=O)C2CCCC2)cc1
5.9	COC(=O)c1c(C)oc(C)c1S(=O)(=O)NCC1CC1
18.9[25 µM]	C/C=C/c1ccc([C@H]2[C@@H](CO)N(CC3CC3)C23CN(C(=O)c2ccc4c(c2)OCO4)C3)cc1
13.2	COc1ccccc1N(C)S(=O)(=O)c1ccc(C)c(C(=O)Nc2nccs2)c1
3.3	Nc1c(Cl)ncnc1NCc1cccnc1
8.5	CC1=CC(C)(C)N(C(=O)CNC2CCCCC2)c2cc(C)ccc21
5.1	COc1ccc2c(c1)Cc1cc(NC(=O)c3ccccc3-c3ccccc3C(=O)O)ccc1-2
52.8*	CC1CCN(S(=O)(=O)c2ccc3c(c2)C(Cl)(Cl)C(=O)N3)CC1
-1.6[25 µM]	C=C(C)C[C@@H]1CCn2cc(nn2)COCCNC1=O
-25.9	COc1cc(/C=N/n2cnnc2)ccc1OCc1ccccc1
20.3	CC1CC2(CCCC2)N(C(=O)N(C)C)c2ccc(F)cc21 (stereo not drawn)
-10.3	CC(C)NC(=O)C(=O)NCCC1CCCCN1S(=O)(=O)c1cccs1 (stereo not drawn)
11.1[25 µM]	COc1ccccc1NC(=O)N1CC(=O)N2[C@H](CO)[C@@H](c3ccc(-c4cccc(C)c4)cc3)[C@@H]2C1
-9.7[25 µM]	CNC[C@@H]1OCCCC[C@H](C)Oc2ccc(NC(=O)Nc3ccc(OC)cc3)cc2C(=O)N([C@H](C)CO)C[C@H]1C
-4.8[25 µM]	C[C@@H]1CN([C@H](C)CO)C(=O)c2cc(-c3cccc(C(=O)N(C)C)c3)cnc2O[C@@H]1CN(C)C(=O)Cc1ccccn1
2.2	CCOC(=O)Cn1c(C)nc2ccccc21
4.4	COC(=O)c1ccccc1S(=O)(=O)N1CCC(C(=O)NCc2ccccn2)CC1
10.9	CCCCSc1nc2c(c(C(F)(F)F)c1C#N)CCC2
2.8	Nn1c(SCc2cn3ccsc3n2)nnc1-c1ccncc1
-3.4	c1coc(-c2nnc(SCc3nc4ccccc4[nH]3)o2)c1
2.7	CCN(CC)CCNC(=O)/C(=N\O)c1ccccn1
0.9[25 µM]	CN(C)C(=O)c1ccc(-c2ccc([C@H]3[C@H](CO)N4CCCCN(C(=O)C5CC5)C[C@@H]34)cc2)cc1

As entered above.
For BL2 CD40 inh, `CN(C)C(=O)c1ccc(-c2ccc([C@H]3[C@H](CO)N4CCCCN(C(=O)C5CC5)C[C@@H]34)cc2)cc1` has 0.9[25 µM]
For BL2 CD40 inh, `NC(=O)NC(=O)COC(=O)CCCSc1nc2ccccc2s1` has -0.6
For BL2 CD40 inh, `CCCCSc1nc2c(c(C(F)(F)F)c1C#N)CCC2` has 10.9
For BL2 CD40 inh, `O=C1CC(N2CCN(c3ccccc3)CC2)C(=O)N1Cc1ccc(Cl)cc1` (stereo not drawn) has 7.1
For BL2 CD40 inh, `CC1=CC(C)(C)N(C(=O)CNC2CCCCC2)c2cc(C)ccc21` has 8.5

Next part:
BL2 CD40 inh	smiles
5.9	NC(=O)COC(=O)CCCc1c[nH]c2ccccc12
13.1	O=C(CN1CCN(c2ccc(O)cc2)CC1)Nc1ccc(-c2ccccc2)cc1
-46.5	COc1cccc(-c2nc3sc4c(c3c(=O)[nH]2)CCCCC4)c1
-111.1	CCOC(=O)Nc1sc2c(c1C#N)CCCC2
-8.5	O=C(NCCCn1ccnc1)c1ccc(-c2ccccc2)cc1
8.3	O=C(NCc1ccccc1)c1nc2c(nnn2Cc2cccc(Cl)c2)c(=O)[nH]1
-3.4[25 µM]	COc1cccc(S(=O)(=O)N[C@@H]2CC[C@H](CC(=O)NC3Cc4ccccc4C3)O[C@@H]2CO)c1
-14.1	NC(=O)c1c(NC(=O)CSc2nc3c(c(C(F)(F)F)n2)CCc2ccccc2-3)sc2c1CCCC2
10.3[25 µM]	CO[C@@H]1CC[C@@H]2CCN(C)C(=O)CC3(CCCCC3)CN(C)C(=O)c3cccc(C#N)c3OC[C@@H]1O2
-16.4	O=C(NCC1CCCO1)c1c(O)c2cccc3c2n(c1=O)CC3 (stereo not drawn)
-7.9[25 µM]	CC(=O)N1[C@H](CO)[C@@H](c2ccc(C3=CCCCC3)cc2)[C@@H]1CNC(=O)CN(C)C
-9.7	CC1(C(=O)NNC(=S)NCc2ccco2)CC1(Cl)Cl (stereo not drawn)
-2.3	O=C(Nc1ccc(F)cc1)c1ccccc1NS(=O)(=O)N1CCCC1
3.7[25 µM]	CCN1[C@@H]2c3ccc(C4=CCCC4)c(=O)n3C[C@@H]2[C@@H](CO)[C@@H]1C(=O)NC1Cc2ccccc2C1
-4.1	O=[N+]([O-])c1ccccc1N(S(=O)(=O)c1ccccc1)S(=O)(=O)c1ccccc1
0.8	OC(CN1c2ccccc2Sc2ccccc21)Cn1nnc2ccccc21 (stereo not drawn)
7.9	Cc1ccc(C(=O)NCC(=O)OCC(=O)NCCNC(=O)COC(=O)CNC(=O)c2ccc(C)cc2)cc1
8.7[25 µM]	CCCC#Cc1ccc2c(c1)O[C@@H](CN(C)Cc1ccccn1)[C@@H](C)CN([C@H](C)CO)S2(=O)=O
-7.7	Cc1noc(C)c1CSCC(=O)Nc1nc2ccc(F)cc2s1
8.6[25 µM]	CN1C(=O)c2cc(NS(=O)(=O)c3cccc(F)c3)ccc2OC[C@H]2O[C@H](CC(=O)N3CCc4ccccc4C3)CC[C@@H]21
0.8	CCCNC(=O)NC(C(=O)OC)C12CC3CC(CC(C3)C1)C2 (stereo not drawn)
-8.3[25 µM]	COc1ccc2c3c([nH]c2c1)[C@@H](CO)N(C)CC31CN(S(C)(=O)=O)C1
-26.2	Fc1cnc(N2CCOCC2)nc1N1CCc2ccccc21
-8.6	Cc1ccc(NC(=O)COC(=O)C2CC2)cc1S(=O)(=O)N1CCOCC1
7.9	Cc1ccc(C2(C)NC(=O)N(CC(=O)Nc3ccccc3C(=O)NC3CCCC3)C2=O)cc1 (stereo not drawn)
6.7	COCC(=O)N1CCC(Oc2ccc(C(=O)NCc3cnc(C)cn3)cc2)CC1
3.5[25 µM]	C[C@H](CO)N1C[C@H](C)[C@H](CN(C)S(=O)(=O)c2ccc3c(c2)OCCCO3)OCc2cn(nn2)CCCC1=O
2.2	CC(c1ccccc1)N1CC(C(=O)N2CCN(Cc3ccc(C#N)cc3)CC2)CC1=O (stereo not drawn)
13.2	O=C(O)C1=CCCNC1
9.5	Cc1ccc(S(=O)(=O)NCc2ccc(C(=O)NCCCN3CCN(C)CC3)cc2)cc1

Among those listed so far, these contain an aryl thioether with sulfur outside any ring.
BL2 CD40 inh	smiles
-3.9	COc1ccc(-c2cnc(SCCNC(=O)c3ccc4c(c3)OCO4)[nH]2)cc1
-0.6	NC(=O)NC(=O)COC(=O)CCCSc1nc2ccccc2s1
10.9	CCCCSc1nc2c(c(C(F)(F)F)c1C#N)CCC2
2.8	Nn1c(SCc2cn3ccsc3n2)nnc1-c1ccncc1
-3.4	c1coc(-c2nnc(SCc3nc4ccccc4[nH]3)o2)c1
-14.1	NC(=O)c1c(NC(=O)CSc2nc3c(c(C(F)(F)F)n2)CCc2ccccc2-3)sc2c1CCCC2

Next part.
BL2 CD40 inh	smiles
1.4	CSc1ccc(CN(C)CC(=O)NC(=O)NC(C)(C)C)cc1
7.1	O=C(O)c1ccc(Cn2cnc3scc(-c4ccccc4)c3c2=O)cc1
48.9*	COc1ccccc1C(=O)OCC(=O)Nc1ccc(Cl)cn1
-2.6[25 µM]	COCC(=O)N1CC(=O)N2[C@@H](CO)[C@@H](c3ccc(C#CC4CC4)cc3)[C@@H]2C1
-2.3[25 µM]	CCS(=O)(=O)N1CCCCN2[C@H](C1)[C@H](c1ccc(C#Cc3ccccn3)cc1)[C@@H]2CO
-10.4	COc1ccc(NC(=O)c2cc(-c3cc(C)cs3)[nH]n2)cc1OC
-4.3	O=C(CCN1CCCCC1)N1CCc2c([nH]c3ccccc23)C1c1cccnc1 (stereo not drawn)
-3.9[25 µM]	O=C(C[C@H]1CC[C@H]2[C@@H](COC[C@@H](O)CN2C(=O)Cc2ccccc2)O1)NC1Cc2ccccc2C1
-11.1	O=C(/C=C/c1ccccc1)OCC(=O)N1CCCC1
7.8	COc1ccc(C(=O)N=S2CCN(C(=O)c3ccc(Cl)cc3)CC2)cc1
25.1[25 µM]	C[C@H]1CN([C@@H](C)CO)S(=O)(=O)c2ccc(-c3ccccc3)cc2O[C@H]1CN(C)S(=O)(=O)c1ccccc1F
1.1[25 µM]	O=C(C[C@H]1C[C@@H]2c3cc(NC(=O)Nc4ccccc4F)ccc3O[C@@H]2[C@@H](CO)O1)NC1CCCCC1
-5.9	Cc1cc(S(=O)(=O)NCc2ccccc2)ccc1OCC(=O)NCc1ccncc1
1.0	CCCC(=O)Nc1ccc(Br)cn1
2.6	Cc1c(C(=O)N2CCCc3ccccc32)oc2ccc(S(=O)(=O)N3CCOCC3)cc12
-3.0	O=C(NCc1ccncc1)C1Cc2c(-c3ccc(Cl)cc3)ccnc2O1 (stereo not drawn)
-54.7	c1ccc(-c2nn3c(-c4ccccc4)nnc3o2)cc1
5.1	O=C(C[C@H]1C[C@@H]2c3cc(NC(=O)NC4CCCCC4)ccc3O[C@@H]2[C@H](CO)O1)NCC1CC1
6.7	O=C(CNC(=O)c1cccs1)NCCN1CCN(c2ccccc2F)CC1
-10.5	COc1ccc(N2C(=O)c3cccc4cccc(c34)C2=O)nn1
-34.0	Cc1ccc2nc(SCC(=O)Nc3cccc(F)c3)nc(=O)n2c1
-0.8	C[C@H](CO)N1C[C@H](C)[C@@H](CN(C)S(=O)(=O)c2ccc(F)cc2)OCc2ccccc2-c2c(n(C)c3ccccc23)C1=O
-2.7	CC(C1CCN(Cc2nc(C3CC3)no2)CC1)N1CCOCC1 (stereo not drawn)
-0.7[25 µM]	CO[C@H]1CN(C)C(=O)c2ccc(NC(=O)c3ccno3)cc2OC[C@H](C)N(S(C)(=O)=O)C[C@@H]1C
11.7	Cc1ccc(Nc2nnc(SCC(=O)NC(Cc3c[nH]c4ccccc34)C(=O)O)s2)cc1 (stereo not drawn)
2.6	CN(c1ccccc1N(C)S(=O)(=O)c1ccccc1)S(=O)(=O)c1ccccc1
12.5	c1ccc(C(Cc2nc(-c3ccccn3)no2)c2ccccc2)cc1
-5.7	CC(C)Cc1nnc(NC(=O)c2ccncc2)s1
-1.2[25 µM]	C[C@H]1CN([C@@H](C)CO)S(=O)(=O)c2ccc(C#CC3CC3)cc2O[C@@H]1CN(C)Cc1ccccc1
0.7	Cc1ccc(C)n1-c1ccc(-n2cnnn2)cc1
-21.7	O=C1c2ccccc2CCC12OC2c1ccc([N+](=O)[O-])cc1 (stereo not drawn)
-1.3	Brc1ccc(OCc2ccccc2)c(CNCC2CCCO2)c1 (stereo not drawn)
1.3	COc1ccc2c3c(n(C)c2c1)[C@H](CO)NCC31CN(Cc2cc(F)ccc2F)C1
7.7	CSc1ccc(C=NNc2ccc(S(=O)(=O)Nc3ccccc3C(=O)O)cc2[N+](=O)[O-])cc1
-9.9	Cc1cc(N2CCOCC2)nc2ccc(NC(=O)CCC(=O)N3CCCCC3)cc12
7.3	Cc1cccc(C(CC(=O)O)NC(=O)C(F)(F)F)c1 (stereo not drawn)
-5.3	Cc1nc(NCc2cccnc2)c2c3c(sc2n1)CCCC3
24.3	C[C@H](NC(=O)N1CCn2c1nc1ccccc12)C(=O)NCc1ccc2c(c1)OCO2
2.5	COC(=O)c1ccc(CNC(=O)c2coc3ccccc3c2=O)cc1
5.2[25 µM]	O=C([C@@H]1[C@@H](CO)[C@@H]2Cn3c(cccc3=O)[C@H]1N2C(=O)c1ccccn1)N1CCCCC1
-40.4	CC(C)Sc1ncnc2c1oc1ccccc12
9.5	CN1C[C@H]2[C@@H](c3ccccc31)[C@@H](CO)N2C(=O)C1CC1
-6.8[25 µM]	CC[C@H]1C/C=C\C[C@@H](c2ccc(OC)cc2OC)NC(=O)[C@H](C)CC(=O)N1
-13.3	O=C(CSc1nccn(-c2ccc(F)c(Cl)c2)c1=O)NC1CCCC1
17.7	C[C@@H]1CCCCO[C@@H](CN(C)CC2CCCCC2)[C@H](C)CN([C@@H](C)CO)C(=O)c2cc(NC(=O)Nc3ccc(C(F)(F)F)cc3)ccc2O1
-2.9	CCC(=O)c1ccc(OCC(=O)N2CCN(c3ccccn3)CC2)cc1
16.1	Cc1ccccc1-n1c(SCc2c(C)noc2C)nnc1-c1ccncc1
9.3	COc1ccc(N)cc1-n1cnnn1
-18.4	CCCCCCNC(=O)c1c(O)c2ccccc2[nH]c1=O
2.5	Nn1c(SCc2cc([N+](=O)[O-])cc3c2OCOC3)nnc1-c1ccccn1
11.5	O=C(COC(=O)c1cncc(Br)c1)NCC12CC3CC(CC(C3)C1)C2
4.2	CNC(=O)c1ncoc1-c1ccc(Cl)cc1
3.2[25 µM]	C[C@@H]1CN([C@@H](C)CO)C(=O)CCCn2cc(nn2)CO[C@H]1CN(C)C(=O)Nc1cccc(C(F)(F)F)c1
4.6	N=C1C(=O)OCC1c1ccccc1NC(=O)Nc1ccccc1 (stereo not drawn)
-11.3	CN1CCc2c(sc3c2C(=O)NC(c2ccc4c(c2)OCO4)N3)C1 (stereo not drawn)
2.0	CN(Cc1ccccc1)C(=O)COC(=O)c1ccc(-n2cnnn2)cc1
9.0	C/C=C/c1ccc(OCCCNC)c(OC)c1
11.8	COc1ccc(N(C)S(=O)(=O)c2cccc(C(=O)Nc3nnc(C4CC4)s3)c2)cc1
6.5	O=S(=O)(Cc1ccccc1)N1CCCCCC1
-3.0[25 µM]	CN(C)CC(=O)Nc1ccc2c(c1)[C@@H]1C[C@H](CC(=O)N3CCCCC3)O[C@@H](CO)[C@@H]1O2

Compound activity: PubChem BioAssay, Broad Institute
